# Bioassay records from PubChem.
# Ecoli viability = reduces bacterial viability in AddAB counter-screen; inhibition, % at 11.9 µM; E. coli V3065 growth, OD600 absorbance, 18 h; 330,000 tested, 0.27% active;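 active = inhibition above the campaign's mean inhibition across all tested compounds plus 3 SD, cut at about 9.9% in these data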;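 note: uninfected addAB+ strain grown without phage in ampicillin broth; 0% = DMSO wells and 100% = ciprofloxacin 0.95 µg/ml wells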
# Pemphigus Ab inh = human desmoglein-3 autoantibody binding inhibition; P32926; DSG3-coupled beads, scFv-anti-DSG3-GFP binding, flow cytometry; stronger effect = lower value; binding (percent of control), % at 10 µM; 310,000 tested, 0.48% active; AID 588358;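 active = binding more than 3 SD below its plate's average and above zero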;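 note: hits lower antibody fragment binding to DSG3; some compounds called inactive have numbers as strong as hits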
# Target sequence (P32926 whole entry, looked up, the tested form may be a part): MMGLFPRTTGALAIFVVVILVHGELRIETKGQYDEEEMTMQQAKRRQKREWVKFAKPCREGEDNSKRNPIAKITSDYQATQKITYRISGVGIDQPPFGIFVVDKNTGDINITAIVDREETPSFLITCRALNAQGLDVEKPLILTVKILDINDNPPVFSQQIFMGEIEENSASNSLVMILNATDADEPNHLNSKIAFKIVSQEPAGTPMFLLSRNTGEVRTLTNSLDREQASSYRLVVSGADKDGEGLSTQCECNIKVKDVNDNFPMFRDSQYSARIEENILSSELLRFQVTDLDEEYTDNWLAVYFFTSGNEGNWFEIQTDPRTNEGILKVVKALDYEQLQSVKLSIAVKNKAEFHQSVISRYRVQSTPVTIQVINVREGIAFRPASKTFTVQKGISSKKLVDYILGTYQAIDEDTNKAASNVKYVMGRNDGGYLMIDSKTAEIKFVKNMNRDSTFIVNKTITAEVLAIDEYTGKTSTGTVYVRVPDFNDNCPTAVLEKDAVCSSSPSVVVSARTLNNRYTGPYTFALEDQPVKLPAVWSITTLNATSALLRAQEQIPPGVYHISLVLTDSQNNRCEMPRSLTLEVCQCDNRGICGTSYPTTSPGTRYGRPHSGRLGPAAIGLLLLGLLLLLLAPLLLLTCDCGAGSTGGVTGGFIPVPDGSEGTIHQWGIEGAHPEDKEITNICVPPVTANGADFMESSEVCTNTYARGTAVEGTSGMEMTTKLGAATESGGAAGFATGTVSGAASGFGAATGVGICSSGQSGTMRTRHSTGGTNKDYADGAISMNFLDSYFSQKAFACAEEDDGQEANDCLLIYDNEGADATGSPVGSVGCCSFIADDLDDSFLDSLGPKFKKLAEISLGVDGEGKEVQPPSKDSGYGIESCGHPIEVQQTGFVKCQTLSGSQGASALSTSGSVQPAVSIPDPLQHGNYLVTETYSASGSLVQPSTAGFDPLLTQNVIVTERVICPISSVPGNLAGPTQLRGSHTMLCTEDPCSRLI
# SUMO Mot1 rescue = blocks SUMOylation pathway, rescuing yeast Mot1-301 growth. S. cerevisiae Mot1-301 growth rescue, ATP luminescence, 38.5C; percent above DMSO median, 100 means doubled. growth rescue, % at 18.8 µM. 320,000 tested, 1% active. AID 2716;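 active = every valid replicate shows activation above 250% relative to neutral control wells; inactive = the rest, any valid replicate at or below 250%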;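 note: OY570 slx delta 5 strain wells were the positive control but not used for scaling; some compounds called inactive have numbers as strong as hits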
# HTR5A inv ctr = counter-screen for OPRM1-OPRD1 inverse agonists: human HTR5A inverse agonism | P47898 | HTR5A cell line, luminescence | inhibition, % at 9.3 µM | 340,000 tested, 0.083% active; in the data active = inhibition mostly above about 23%, no sharp cut-off; inactive = mostly below about 18%;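 note: 0% = cells with DMSO and 100% = no-cell wells with DMSO; some compounds called inactive have numbers as strong as hits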
# PKA-R1A act = PKA-R1A complex activation; P00514+P68181; activation, % at 11.4 µM; 340,000 tested, 0.083% active; PKA-R1A dissociation, Cy5-IP20 fluorescence polarization; scaled: DMSO 0%, 113 µM cGMP 100%;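 active = percent activation above the mean of all tested compounds plus 3 SD, cut at about 19% in these data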;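 note: higher means more PKAc released from R1A so a rise in polarization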
# OPRM1-OPRD1 inv = inverse agonist of human OPRM1-OPRD1 heterodimerization. P35372+P41143. cell-based MOR-DOR heterodimer luminescence, inverse agonism. inhibition, % at 9.3 µM. 340,000 tested, 0.21% active. AID 504357; in the data active = inhibition above about 22%, passing the limit was not always enough;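 note: 0% = cells with DMSO and 100% = wells without cells with DMSO; values of inactives mirror those of a sister screen read the other way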
# HTR5A ag ctr = counter-screen for OPRM1-OPRD1 agonists: human HTR5A agonism; P47898; HTR5A agonist assay, luminescence, cell-based; activation, % at 9.3 µM; 340,000 tested, 0.61% active; in the data active = activation mostly above about 9.5%, no sharp cut-off; inactive = mostly below about 7.6%;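 note: 0% = cells with vehicle only and 100% = reference agonist; strong numbers were not always called active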
# PfHsp90 set2 = growth inhibition of yeast expressing Plasmodium Hsp90; S. cerevisiae expressing PfHsp90, BacTiter-Glo ATP, 48 h; yeast lacking PDR1 and PDR3 efflux regulators; inhibition, % at 9.4 µM; 310,000 tested, 0.32% active; AID 504621;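 active = every replicate shows inhibition above about 80%, whatever the replicate mean, limit read from the data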;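 note: 0% = DMSO neutral controls and 100% = 20 µM radicicol positive controls; yeast relying on Plasmodium falciparum Hsp90 in place of its own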
# phage Ecoli inh = E. coli growth loss with phage present; growth absorbance; inhibition, % at 11.9 µM; 360,000 tested, 0.26% active; in the data active = inhibition above about 11%
# AddAB inh = less growth of phage-infected E. coli with AddAB. 330,000 tested, 0.29% active. AID 435030. E. coli expressing H. pylori AddAB, absorbance growth. inhibition, % at 11.9 µM; in the data active = inhibition above about 12%;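 note: 0% = vehicle wells of infected cells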
# OPRM1-OPRD1 ag = OPRM1-OPRD1 heterodimerization agonism | P35372+P41143 | cells, luminescence | activation, % at 9.3 µM | 340,000 tested, 0.3% active; in the data active = activation above about 18%;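 note: 0% = vehicle-treated cells and 100% = reference agonist; values of inactives mirror those of a sister screen read the other way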
# * = called active by the depositor; / = not tested or not shown. Outcome played no part in choosing rows; about 3.2% have a hit in one of these screens.
nr	SMILES	phage Ecoli inh	PfHsp90 set2	OPRM1-OPRD1 inv	AddAB inh	Ecoli viability	SUMO Mot1 rescue	OPRM1-OPRD1 ag	HTR5A inv ctr	PKA-R1A act	Pemphigus Ab inh	HTR5A ag ctr
1	C/C=C/C(=O)OCC(=O)Nc1c(Cl)cccc1Cl	3.1	17	12	-1.0	-0.8	-2	-2.5	-12	1	100	-1
2	CCOc1ccc(C2NC(=O)c3ccccc3O2)cc1 (stereo not given)	1.9	33	2	2.4	1.7	19	-0.4	2	-5	105	-2
3	COc1ccc(CC2(CO)CCN(Cc3nc(C(C)C)cs3)CC2)cc1	1.1	16	-1	1.4	-1.7	-2	0.1	-4	3	98	2
4	CN1CCN(C(=O)c2cc3cc(Cl)ccc3[nH]2)CC1	2.4	-9	10	1.3	0.8	108	-2.1	-10	-3	132	3
5	NC(=O)C1CCN(C(=O)c2ccc3c(=O)n(Cc4ccco4)c(SCc4ccc([N+](=O)[O-])cc4)nc3c2)CC1	-1.3	-3	1	-0.3	-0.9	17	-0.2	1	4	83	-2
6	CC(=O)c1ccc(NC(=O)C2CCN(S(=O)(=O)c3cccnc3)CC2)cc1	1.6	7	12	0.6	0.9	29	-2.2	-15	-5	94	4
7	Cc1ccccc1CS(=O)(=O)c1cn(CC(=O)N2CCC(C)CC2)c2ccccc12	2.9	-32	5	1.1	-0.8	25	-0.9	4	-2	116	0
8	CC1CCCCN1C(=O)Nc1cccc(Cl)c1 (stereo not given)	1.9	/	17	1.3	0.3	-5	-3.2	22	4	94	-1
9	O=C1CCC(C(=O)N2CCC(O)CC2)CN1CCc1ccc(Cl)cc1 (stereo not given)	1.4	26	8	-0.3	1.4	3	-1.1	10	-4	98	-3
10	O=C(CSc1nc(=O)n(CCCN2CCOCC2)c2c1CCC2)Nc1ccc(F)cc1F	1.8	/	-5	-2.4	-1.5	-8	0.8	-7	1	101	2
11	CCOc1ccc(Nc2nc(-c3sc(N)nc3C)cs2)cc1	-0.5	-6	12	0.8	-1.4	-5	-2.6	10	-5	101	-3
12	CC(=O)NC1=NN(C(C)=O)C(C)(CS(=O)(=O)c2ccc(Cl)cc2)S1 (stereo not given)	2.1	-6	14	2.1	1.0	-5	-2.8	-10	0	101	2
13	CC(C)(C)c1ccccc1NC(=O)Cn1cnc2cc([N+](=O)[O-])ccc2c1=O	1.1	36	-24	2.2	1.3	/	4.3	-10	-4	110	5
14	COc1ccc2sc(N(CCCN(C)C)C(=O)c3nc4ccccc4s3)nc2c1	1.3	5	7	-0.5	-1.4	-16	-1.3	-13	-2	105	4
15	CCNC(=O)CSc1nc2ccccc2c(=O)n1CCCOC(C)C	-0.1	/	15	0.8	-3.9	53	-2.6	-13	0	103	1
16	O=C(CCc1ccccc1)Nc1ccccc1C(=O)NCc1ccco1	2.0	-3	14	0.1	0.2	43	-2.2	-5	-6	/	2
17	COc1ccc(C2=C(N)c3ccccc3C2=O)cc1	/	38	-3	6.5	6.0	457*	0.5	9	-7	101	4
18	COc1ccc(C(=O)NCC(=O)N2CCCC(C)C2)cc1OC (stereo not given)	4.1	/	7	-0.2	-0.2	269	-1.4	7	-10	102	-1
19	C=C(C)c1cccc(C(C)(C)NC(=O)N2CCN(c3ccccn3)CC2)c1	1.8	9	5	-0.9	-2.3	4	-0.9	15	-5	102	-5
20	CCOc1ccc(N2CC(O)=C(c3ccccc3)C2=N)cc1	5.2	25	11	2.8	2.2	-8	-1.9	-7	6	94	3
21	Cc1cccc(CNC(=O)c2cc(S(=O)(=O)N3CCOCC3)cn2C)c1	0.9	-2	2	1.4	1.1	277	-0.3	0	8	97	1
22	COc1ccc(CCNC(=S)NCc2cccs2)cc1OC	-0.5	2	3	0.5	2.7	-3	-0.7	32	-8	106	5
23	C/C(=N/Nc1ccc([N+](=O)[O-])cc1)c1ccc(C)cc1C	2.4	-15	-20	3.0	3.3	36	4.1	9	-9	97	-4
24	CCc1nnc(NS(=O)(=O)c2ccc(NC(=S)NC(=O)c3cccnc3)cc2)s1	3.8	-18	14	5.2	1.2	56	-2.6	-5	9	107	2
25	COc1ccc(N(CC(=O)Nc2cc(Cl)ccc2OC)S(=O)(=O)c2c(C)[nH]c(=O)[nH]c2=O)cc1	2.8	-9	4	1.6	-2.2	-2	-0.7	-4	3	102	1
26	Cc1cc(F)ccc1S(=O)(=O)Nc1ccccc1C(=O)Nc1ccc2[nH]c(=O)[nH]c2c1	2.3	16	0	0.2	0.6	370*	0.0	-7	-2	97	1
27	CC1=C(C(=O)OCc2ccc3c(c2)OCO3)C(c2cccc([N+](=O)[O-])c2)NC(=O)N1 (stereo not given)	1.9	-10	6	2.1	-0.5	-9	-1.2	-6	-1	105	5
28	O=c1cc2c(n[nH]1)CCCC2	1.1	12	9	1.9	1.4	-3	-2.0	7	4	102	1
29	Cc1cccc2sc(NC(=O)CN3C(=O)C4CC=CCC4C3=O)nc12 (stereo not given)	4.7	1	13	0.2	0.3	9	-2.2	-5	-5	92	2
30	Cc1ccc(S(=O)(=O)N2CCN(C(=O)Cc3ccc4c(c3)OCCO4)CC2)cc1C	2.6	4	14	0.2	-0.2	-6	-2.7	-12	9	99	5

# (continued)
nr	SMILES	phage Ecoli inh	PfHsp90 set2	OPRM1-OPRD1 inv	AddAB inh	Ecoli viability	SUMO Mot1 rescue	OPRM1-OPRD1 ag	HTR5A inv ctr	PKA-R1A act	Pemphigus Ab inh	HTR5A ag ctr
31	C/C(=N/NC(=O)CN1CCN(S(=O)(=O)c2ccc(C)cc2)CC1)c1ccco1	3.1	-10	13	-2.6	-3.1	6	-2.5	-16	-8	96	-1
32	CCCOC(=O)CSc1nc(N)c(C#N)c(-c2ccco2)c1C#N	2.5	-17	-20	-1.6	-1.0	-4	3.2	-15	3	/	7
33	COc1ccc(NC(=O)CSc2nnc(-c3ccco3)n2C)cc1	2.4	-2	20	4.0	1.3	-5	-4.0	-31	0	91	13
34	Cc1ccc(S(=O)(=O)N2CCOCC2)cc1NC(=O)C1CC(=O)N(c2ccc3c(c2)OCCO3)C1 (stereo not given)	0.5	-14	-5	-0.2	-0.1	36	0.7	2	2	97	-1
35	CCCC(=O)Nn1cnc2c(c1=O)C1(CCCC1)Cc1ccccc1-2	2.2	-30	9	1.4	-1.6	-13	-1.6	-51	-5	97	3
36	COC(=O)c1ccc(CNC(=O)N2CCN(S(=O)(=O)c3ccc(C)cc3)CC2)cc1	2.4	13	18	2.9	-1.3	-15	-3.4	-23	7	112	9
37	CCCc1ccc(OCCNC(=O)c2ccco2)cc1	3.6	-15	10	/	/	38	-2.0	-9	1	113	4
38	OC1(c2ccccc2)Cc2cccc[n+]2C1c1ccccc1 (stereo not given)	2.2	-7	16	3.3	2.6	0	-3.1	6	6	/	-2
39	O=C(Nc1cccc(S(=O)(=O)c2cccc(NC(=O)c3ccco3)c2)c1)c1ccco1	0.5	10	-1	0.4	0.2	-9	0.2	9	-1	99	-3
40	Cc1ccc(S(=O)(=O)Nc2ccc(C(=O)NCc3ccncc3)cc2)cc1	2.3	6	0	0.3	-1.8	-5	-0.1	4	-2	108	6
41	COC(=O)C1CCN(CC(N)=O)CC1	0.2	10	8	0.6	-2.2	-5	-1.7	-10	2	108	-3
42	Cn1c(CNc2ccc(F)cc2)nc2ccccc21	1.1	13	13	/	/	-8	-2.4	14	2	115	2
43	COc1ccccc1/C=N/NC(=O)c1cc2c(ccc3ccccc32)o1	1.3	0	-10	0.6	-0.8	-5	2.0	-12	-9	/	0
44	CCc1ccc(-n2c(O)c(C=NCCN(CC)CC)c(=O)[nH]c2=O)cc1	0.8	/	-3	/	/	/	0.6	18	-1	/	3
45	CCCOc1ccc(N2C(=O)CC(NCC#N)C2=O)cc1 (stereo not given)	0.8	6	21	0.8	0.3	-3	-4.6	4	-8	96	-1
46	CCCCOc1ccc(N(CC(=O)NCC2CCCO2)C(=O)CCC(=O)Nc2cc(C)ccn2)cc1 (stereo not given)	1.9	-9	7	0.2	0.1	1	-1.2	18	7	/	5
47	O=C(CSCc1ccc(Br)cc1)N=Nc1c(O)[nH]c2ccccc12	1.0	-2	-17	0.7	-0.3	3	2.3	10	-2	95	-4
48	CC(C)CCNC(=O)C1CCN(c2nnc(-n3cccc3)s2)CC1	4.0	-25	17	2.4	-0.3	-26	-2.9	-25	-9	85	8
49	CSc1nnc(-c2cnccn2)n1Cc1ccccc1	2.0	7	4	0.3	-1.3	-12	-0.8	-5	11	101	0
50	COc1ccc2c(c1)C1(Nc3ccccc3-c3nc4ccccc4n31)C(=O)N2C (stereo not given)	1.4	17	/	1.5	1.3	5	/	/	-1	105	/
51	O=C(Nc1ccccc1Cl)c1ccc(Cl)cc1Cl	5.3	-6	3	1.5	-2.2	3	-0.7	-12	-9	106	4
52	NC(=O)c1nsc(C(=O)N(c2ccccc2)C(C(=O)NC2CCCC2)c2ccncc2)c1N (stereo not given)	2.2	-44	6	2.9	2.5	97	-1.1	-1	-11	105	0
53	COC(=O)[C@@H]1C[C@@]2(O)[C@H](O)[C@H](O)[C@H](O)C[C@H]2N1Cc1ccc(C(C)(C)C)cc1	1.0	1	19	2.3	-3.6	-5	-3.4	-14	-10	103	4
54	Cc1cccc(N(C)S(=O)(=O)c2ccc(-c3cnc(C4CC4)o3)cc2)c1	1.2	-47	2	3.2	-1.9	-2	-0.4	-9	-21	112	2
55	CCN(CC(=O)Nc1ccc(NC(C)=O)cc1)C(=O)c1sc2nc3n(c(=O)c2c1C)CCC3	1.1	6	15	1.9	-0.6	-11	-4.0	-11	5	102	-4
56	CCOc1ccc(OCC)c(NC(=O)C2CCN(S(=O)(=O)c3ccc4c(c3)CC(C)N4C(C)=O)CC2)c1 (stereo not given)	-0.7	0	15	0.2	-0.8	237	-2.9	-3	-8	/	3
57	NC1=NC(=O)/C(=C\c2ccsc2)S1	0.8	1	2	0.2	-1.8	15	-0.4	10	9	102	3
58	C=CCn1c(SCC(=O)Nc2sc(C)c(C)c2C(=O)OCC)nnc1-c1sc(N)nc1C	0.2	14	12	2.3	-0.3	46	-2.9	14	3	100	-6
59	O=C1C2(c3ccccc3)CN(CCO)CC1(c1ccccc1)CN(CCO)C2	1.8	28	5	2.7	1.9	612	-1.3	-11	-17	109	0
60	Cc1cc(C)c(C)c(S(=O)(=O)Nc2ccccc2C(=O)NN2CCOCC2)c1C	3.6	/	5	0.8	-0.7	3	-1.0	-7	2	97	2
61	O=C(Nc1cccc(C(=O)NC2CC2)c1)c1ccccc1	2.4	18	15	/	/	/	-3.3	14	4	99	-4
